p53null 39C kill – p53 null cell cytotoxicity, nonpermissive temperature; H1299 p53-null (neo) cells, 39C, ATPlite viability, 24 h; Potency, µM (series often up to 46.1 µM), without a hit: at the top dose activity, negative = cell killing, usual class: cytotoxic; hit rate 0.97% among 55,000;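 further: 0% = DMSO only and -100% = full killing by 100 µM tamoxifen; nearly all actives have a fitted effect of over 50% in size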
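Cells seeded at 600/well, 37C overnight. Compound added (up to 46 uM), plates shifted to 39C for 24 hr. ATPlite added, luminescence read after 20 min at room temperature.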
p53null 32C kill – kills p53 null cells at the permissive temperature; H1299-neo p53 null cells, ATP luminescence, 24 h, 32C; Potency, µM (doses to about 46.1 µM), for the others: at the top dose activity change, negative = cytotoxicity, usual class: cytotoxic; hit rate 0.62% among 55,000; AID 903;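 further: 0% = DMSO only and -100% = full killing by 100 µM tamoxifen; nearly all actives have a fitted effect of over 55% in size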
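Luminescent ATP readout gave cell viability of p53-null H1299-neo cells after a 24 h compound exposure at the permissive 32C. Titrations ran up to 46 uM, and AC50s were fitted with the standard Hill equation.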
Active calls of the source: *; ? = inconclusive; [ ] = another dose, or the depositor's remark. The call rests on the fitted dose curve; in most records, active means well fitted cell-killing curve with a large enough effect; inconclusive means small, poorly fitted or top-dose-only effect; inactive means no such curve, though single readings can be large or run the other way. Potency means the concentration at half of the fitted maximal effect.

SMILES | p53null 39C kill | p53null 32C kill
COc1ccc(-n2c(O)c(Cc3ccccc3)c(=O)n3nc(-c4ccccc4)c(=O)cc23)cc1 | -1% | -11%
Cc1cc(NC(=O)CCC(=O)N(c2ccccc2)C(C(=O)NC2CCCC2)c2ccccc2)no1 (stereo not given) | 20% | -1%
COc1cccc2cc(C(=O)N3CCCCC3C)c(=O)oc12 (stereo not given) | 16% | 1%
COc1ccc(-n2ncc3c(N4CCCCC4)ncnc32)cc1 | 4µM* | 2.5µM*
Cc1cc(N2CCOCC2)nc2cc(O)ccc12 | -14% | -7%
CCOCCOC(=O)C1=C(C)N(C)C(=O)NC1c1cc(Cl)c(O)c(OCC)c1 (stereo not given) | 0% | -9%
CCn1c(CC(=O)Nc2ccc(Cl)c(Cl)c2)nnc1SCc1ccc(Cl)cc1 | 29% | 0%
COCc1cc(C)nc(N2CCCCC2)c1C#N | -12% | -2%
CCCC(CCC(=O)Nc1ccc(C(=O)OC)cc1)C(=O)O (stereo not given) | 8% | -12%
Cc1ccc(NC(=O)N2CCCC2C(=O)Nc2ccc(-n3cnnn3)c(C)c2)cc1 (stereo not given) | -4% | -8%
CCn1c(NC)cc(=O)n(C)c1=O | 3% | -6%
CCCCSc1nnc(CCC)n1N | -13% | -3%
COc1ccc(OC2OC3COC(C)(C)OC3C(O)C2NC(C)=O)cc1 (stereo not given) | 9% | -10%
CC1=CC(C)(C)N(C(=O)CN2C(=O)c3ccccc3C2=O)c2ccc(C)cc21 | 5% | 1%
Cc1cc(O)ccc1C1(c2ccc(O)cc2C)OC(=O)c2ccccc21 | 5% | 8%

Six entries picked at random from those above:
SMILES | p53null 39C kill | p53null 32C kill
COc1ccc(-n2c(O)c(Cc3ccccc3)c(=O)n3nc(-c4ccccc4)c(=O)cc23)cc1 | -1% | -11%
CCCC(CCC(=O)Nc1ccc(C(=O)OC)cc1)C(=O)O (stereo not given) | 8% | -12%
Cc1ccc(NC(=O)N2CCCC2C(=O)Nc2ccc(-n3cnnn3)c(C)c2)cc1 (stereo not given) | -4% | -8%
COc1ccc(-n2ncc3c(N4CCCCC4)ncnc32)cc1 | 4µM* | 2.5µM*
COc1cccc2cc(C(=O)N3CCCCC3C)c(=O)oc12 (stereo not given) | 16% | 1%
Cc1cc(NC(=O)CCC(=O)N(c2ccccc2)C(C(=O)NC2CCCC2)c2ccccc2)no1 (stereo not given) | 20% | -1%

Other compounds follow:
SMILES | p53null 39C kill | p53null 32C kill
CCCC(C)n1[nH]c(=O)c2c(C)cc(C)nc21 (stereo not given) | 35% | 0%
CC(C)COC(=O)c1cccc2c1-c1ccccc1/C2=N\O | -20% | -5%
O=C(NCC(c1cccs1)N1CCOCC1)c1cc([N+](=O)[O-])cc([N+](=O)[O-])c1 (stereo not given) | 16% | -6%
O=C(CSc1nnc(-c2ccccc2)c(-c2ccccc2)n1)NCc1ccco1 | -10% | 6%
O=C(O)CCSc1nc2ccccc2c(=O)[nH]1 | -5% | -1%
CC1c2[nH]c3ccccc3c2CCN1C(=O)Nc1ccccc1 (stereo not given) | -14% | 15%
COc1ccccc1NC(=O)C1CCCN(c2nc(C)cc(C)n2)C1 (stereo not given) | -8% | 3%
O=C1CCCc2nn(-c3ccccc3)nc21 | -5% | -6%
Cc1ccc(C(=O)NC(=S)Nc2ccc(-c3cc4ccccc4oc3=O)cc2)c(C)c1 | 0% | 5%
O=C(NCC1CCCO1)NC1CCCCC1 (stereo not given) | 11% | 2%
CS(=O)(=O)Nc1ccccc1Oc1ccccc1 | 4% | -2%
CCOc1cc(C2C3=C(CCCC3=O)N(C)C3=C2C(=O)CCC3)cc(Cl)c1O | 10% | -4%
CC(C)NC(=O)c1cc2c(s1)CCCC2 | 10µM* | ?
CCOc1ccc(N2Nc3n[nH]c(N)c3N2)cc1 | -12% | -16%
CCOC(=O)C(C)(C)Sc1ncnc2nc[nH]c12 | -9% | -3%
O=C(CCCCCN1C(=O)c2ccccc2C1=O)Nc1ccc(F)cc1 | 12% | 0%
COCc1nnc(NC(=O)CC(C)C)s1 | 1% | -3%
CC(=O)Nc1sc2c(c1C#N)CCCCC2 | -5% | -15%
Cc1ccc(-n2c(C(C)n3nc(C)c([N+](=O)[O-])c3C)n[nH]c2=S)cc1 (stereo not given) | 5% | -5%
CCn1c(SCC(=O)Nc2nc(C)c(C)s2)nc2cccnc21 | -11% | 1%
COc1cc(CNn2cn[nH]c2=S)cc(Cl)c1OCc1ccc(F)cc1 | 19% | -8%
CC(OC(=O)c1ccco1)C(=O)NCc1cccs1 (stereo not given) | 23% | 0%
O=C(CN1CCCN(S(=O)(=O)c2ccc(Br)cc2)CC1)Nc1ccc2c(c1)OCO2 | -10% | -6%
COC(=O)Cc1cc(=O)[nH]c(/N=C(\N)Nc2ccccc2C)n1 | -1% | 1%
CCOc1nc(NCCO)nc(NCCC2=CCCCC2)n1 | 9% | 5%
Cc1cc(NC(=O)CCCC(=O)N(c2ccccc2)C(C(=O)NC2CCCCC2)c2cccs2)no1 (stereo not given) | 7% | 11%
CC(NC(=O)COC(=O)c1ccc([N+](=O)[O-])s1)c1ccccc1 (stereo not given) | 5% | 8%
CC(=O)N1c2ccccc2C(C)(C)C2CCC(C)CC21 (stereo not given) | -5% | 12%
Cc1nc2ncnn2c(N2CCN(C(=O)c3cccc(F)c3)CC2)c1C | 10% | 6%
CCCCC(c1nnnn1CCOC)N1CCN(CC)CC1 (stereo not given) | -6% | -4%
CCCOc1ccc2oc(=O)c3c(c2c1)CCCN3C(=O)CN1CCN(C(=O)c2ccco2)CC1 | 9% | 0%
COc1cccc(C(=O)Nc2ccc(NC(C)=O)cn2)c1 | -9% | -16%
Cc1ccccc1N(CC(=O)O)S(C)(=O)=O | 1% | 8%
CC(C)(O)c1cc(=O)sc2nc3ccccc3n12 | -28% | ?
Cc1cc(NCCNC2=CC(=O)CCC2)nc2ccccc12 | 4% | 8%
Cc1sc2ncn(CC(=O)NCc3ccccn3)c(=O)c2c1S(=O)(=O)N1CCOCC1 | 4% | -2%
CC1(C)CC2CC(C)(CN2S(=O)(=O)c2cccc(N)c2)C1 (stereo not given) | -3% | -4%
O=C(COc1cccc(-n2cnnn2)c1)Nc1ccccc1 | -10% | -15%
Cc1nn(C)cc1/C=C/C(=O)c1cccs1 | -26% | ?
COc1cc(OC)cc(C(=O)NCc2n[nH]c(=S)n2-c2ccccc2OC)c1 | 7% | 6%
COc1ccc(NS(=O)(=O)c2coc(C(N)=O)c2)cc1Cl | 2% | 0%
Cc1oc(-c2nc3ccccc3n2C)cc1C(=O)c1ccccc1 | 11µM* | 6.3µM*
COc1ccccc1NC(=O)C1CCCN(c2cc(C)nc3ncnn23)C1 (stereo not given) | -3% | -7%
O=C1CC(c2ccc(F)cc2)Sc2ccccc2N1 (stereo not given) | -2% | 5%
CCN(CC)c1ccc(/C=C2\CCC(/C=N/NC(=O)c3ccc(=O)n(C)c3)=C2N2CCOCC2)cc1 | 6% | -9%
N#C/C(=C\c1ccco1)C(=O)Nc1cccc2ncccc12 | -6% | 0%
CC(C)c1[nH]nc2c1C(c1cccs1)C(C#N)=C(N)O2 (stereo not given) | -1% | 7%
CCOC(=O)CSc1nnc([C@H](CC(C)C)NC(=O)OC(C)(C)C)o1 | -2% | -3%
Cc1c(N=Cc2c(O)n(Cc3ccco3)c(=O)c3ccccc23)c(=O)n(-c2ccccc2)n1C | 7% | 3%
CCn1c(NC(=O)c2cccc(Cn3cc(Cl)cn3)c2)nc2ccccc21 | 9% | -10%
Brc1csc(/C=N/Nc2nc3ccccc3s2)c1 | ? | -30%
CNC(=O)c1cc2c(ccc3ccccc32)oc1=N | 16% | -3%
CCN(CC)c1ccc(/C=N/Nc2cccc(C)c2)c(O)c1 | -7%[1.84 µM] | 1%
COc1ccc(C(C)=O)cc1COC(=O)CNC(=O)c1ccc(Cl)cc1 | 1% | -7%
Cc1cccc(/C=C/c2nc3ccccc3c(=O)n2Cc2ccccc2)c1 | 34%[activator] | -5%
O=C(Cn1cnc2c(nnn2Cc2ccc(F)cc2)c1=O)OCc1ccccc1 | 0% | 8%
CC(=O)c1nn(-c2cccc(Br)c2)cc1C(=O)c1ccco1 | 11% | -8%
O=C(CCCCCn1c(SCc2ccncc2)nc2ccccc2c1=O)NCc1ccco1 | -9% | 5%
Cc1nn(-c2nc3ccccc3s2)c(C)c1Oc1ccccc1O | -20% | -14%
COC(=O)C(O)(CC(=O)Nc1ccc(OC)cc1)C(F)(F)F (stereo not given) | 20% | 8%
Later entries.
SMILES | p53null 39C kill | p53null 32C kill
Cc1nn(-c2ccc(Cl)cc2Cl)c(=O)c2ccccc12 | 10% | 1%
CCc1ccc(/C=N/Nc2nn[nH]n2)cc1 | -4% | -9%
Cc1c(N=C/C=C2/N(C)c3ccccc3C2(C)C)c(=O)n(-c2ccccc2)n1C | -4% | 5%
CCOC(=O)CSc1nnc(Cc2ccccc2)n1-c1ccc(C)cc1 | -7% | 8%
Cc1ccc(Cn2c(=N)c(C(=O)NCc3ccco3)cc3c(=O)n4ccccc4nc32)cc1 | -1% | 5%
COc1cc(-c2nnc(-c3ccco3)o2)ccc1OCc1ccccc1 | -21% | -14%
CCCC(=O)Nc1ccccc1-c1nnn(CC(=O)Nc2ccc(OCC)cc2)n1 | 1% | -1%
COc1ccc(Cc2nnc(NC(=O)Cn3cnc4c3c(=O)n(C)c(=O)n4C)s2)cc1 | -4% | 3%
CC(=O)Nc1sc(NC(=O)c2ccc(C)cc2)nc1-c1cccs1 | 0% | -5%
O=C(CN1CCCC1)N1c2ccccc2Sc2ccc(C(F)(F)F)cc21 | 2% | -6%
Cn1c(CNc2ccc(Cl)cc2)nnc1SCCN1CCCCC1 | -2% | -3%
CCC(=O)Nc1nc(C)c(C(=O)NC2CCCCC2)s1 | 14% | 4%
CC(=O)Nc1cccc(-c2nnc(SCC(=O)N3CCCCC3)n2C)c1 | 10% | -2%
COc1cc(NS(=O)(=O)c2ccccc2)ccc1-n1nc(C)cc1C | -2% | -9%
COc1ccc(-c2cc3nc(C)cc(N4CC(C)CC(C)C4)n3n2)cc1 (stereo not given) | 7% | 3%

Some of these compounds in order of count of non-hydrogen atoms, ascending:
SMILES | p53null 39C kill | p53null 32C kill
CCc1ccc(/C=N/Nc2nn[nH]n2)cc1 | -4% | -9%
Cc1nn(-c2ccc(Cl)cc2Cl)c(=O)c2ccccc12 | 10% | 1%
COc1cc(NS(=O)(=O)c2ccccc2)ccc1-n1nc(C)cc1C | -2% | -9%
COc1ccc(-c2cc3nc(C)cc(N4CC(C)CC(C)C4)n3n2)cc1 (stereo not given) | 7% | 3%
Cc1c(N=C/C=C2/N(C)c3ccccc3C2(C)C)c(=O)n(-c2ccccc2)n1C | -4% | 5%
CCCC(=O)Nc1ccccc1-c1nnn(CC(=O)Nc2ccc(OCC)cc2)n1 | 1% | -1%
COc1ccc(Cc2nnc(NC(=O)Cn3cnc4c3c(=O)n(C)c(=O)n4C)s2)cc1 | -4% | 3%

The listing continues:
SMILES | p53null 39C kill | p53null 32C kill
CC(NC(=O)NC12CC3CC(CC(C3)C1)C2)C1CCCO1 (stereo not given) | -9% | -13%
Cc1ccc2cccc(S(=O)(=O)N3CCN(c4ccccc4F)CC3)c2n1 | -19% | -4%
Cc1ccc(C(=O)C(NC(=O)c2ccco2)Nc2sc3c(c2C(N)=O)CCCC3)cc1 (stereo not given) | 7% | 2%
Cc1ccc(N2CC(C(=O)NCc3cccs3)CC2=O)cc1C (stereo not given) | -21% | -5%
CN1CCN(NC(=O)CN2C(=O)/C(=C/c3ccccc3F)SC2=S)CC1 | 11% | -1%
COC(=O)CSc1nnc(-c2ccccn2)n1Cc1ccco1 | -13% | -9%
CC(=O)CSc1nnc(Cc2ccc3c(c2)OCO3)o1 | 17% | 5%
CC(C)(C)NC(=O)C(c1ccc(O)cc1)N(Cc1ccco1)C(=O)Cn1nnc(-c2cccs2)n1 (stereo not given) | -20% | 5%
O=C1CCC(c2ccccc2)N1C(=O)c1cccnc1 (stereo not given) | -13% | -8%
CC(Nc1ccc(Cl)cc1)c1cc(Cl)ccc1O (stereo not given) | -26% | -2%
O=C(COC(=O)c1ccc(F)cc1)Nc1ccccc1N1CCOCC1 | 5% | 10%
O=C(CSc1nnc(COc2cccc3ccccc23)o1)N1CCN(C(=O)c2ccco2)CC1 | 7% | 2%
O=C(COC(=O)c1cc2c(s1)CCCC2)NCc1ccccc1Cl | -14% | -4%

Assay outcomes from PubChem BioAssay.

Only part of the results is shown. The share of hits here may be higher or lower than overall.
